Bioassay records as filed in PubChem.
TEAD-YAP inh: TEAD-YAP interaction inhibition | 1.4% of 640,000 active | HEK-TIYL cells, TEAD-Gal4/YAP UAS-luciferase luminescence | inhibition, % at 9.12 µM; in the data active means inhibition above about 32%;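 further: 0% = median of test compound wells and 100% = reference inhibitor wells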
GPR151 ag: activates the human receptor GPR151 | Q8TDV0 | PathHunter beta-arrestin GPR151 cells, luminescence | AID 1508602 | activation, % at 11.2 µM | 1% of 650,000 active; in the data active means activation above about 4.9%;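 further: 0% = median of compound wells and 100% = cells with positive control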
Target sequence (Q8TDV0 whole entry, looked up): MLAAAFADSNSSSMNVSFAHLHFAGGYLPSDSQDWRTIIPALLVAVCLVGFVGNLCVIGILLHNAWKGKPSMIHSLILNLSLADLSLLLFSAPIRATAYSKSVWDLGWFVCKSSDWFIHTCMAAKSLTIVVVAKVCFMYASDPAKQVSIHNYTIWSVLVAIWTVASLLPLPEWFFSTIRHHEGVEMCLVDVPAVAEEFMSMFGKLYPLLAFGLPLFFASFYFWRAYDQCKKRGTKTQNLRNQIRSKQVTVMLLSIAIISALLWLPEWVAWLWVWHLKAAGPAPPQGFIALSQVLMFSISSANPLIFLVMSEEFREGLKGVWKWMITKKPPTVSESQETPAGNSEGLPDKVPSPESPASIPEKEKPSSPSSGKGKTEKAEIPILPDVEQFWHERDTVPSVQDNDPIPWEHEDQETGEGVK
MITF inh: human MITF inhibition, primary screen. O75030. AlphaScreen MITF homodimerization, bead proximity signal. inhibition, % at 2.6 µM. 0.91% of 650,000 active. AID 1259374; in the data active means inhibition above about 50%;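 further: 0% = vehicle wells with protein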
Target sequence (O75030 whole entry, looked up): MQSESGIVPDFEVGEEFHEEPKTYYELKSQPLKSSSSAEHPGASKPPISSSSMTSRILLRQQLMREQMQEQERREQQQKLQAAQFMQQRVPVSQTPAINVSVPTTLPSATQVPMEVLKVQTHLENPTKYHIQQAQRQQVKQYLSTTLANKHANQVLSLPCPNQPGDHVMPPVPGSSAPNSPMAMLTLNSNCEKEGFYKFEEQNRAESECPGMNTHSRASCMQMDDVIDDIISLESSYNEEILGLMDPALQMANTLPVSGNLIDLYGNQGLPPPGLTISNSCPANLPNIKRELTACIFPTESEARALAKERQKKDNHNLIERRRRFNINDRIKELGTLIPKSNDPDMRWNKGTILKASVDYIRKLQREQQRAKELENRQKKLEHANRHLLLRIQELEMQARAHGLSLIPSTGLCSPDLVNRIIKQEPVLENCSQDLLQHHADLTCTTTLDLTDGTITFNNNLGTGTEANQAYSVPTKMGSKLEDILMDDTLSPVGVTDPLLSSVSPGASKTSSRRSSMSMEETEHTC
FBW7 activator: human FBW7 E3 ligase activation, primary screen | AlphaScreen FBW7–phospho-cyclin E peptide binding, activator screen | 0.13% of 650,000 active | normalized activity (activation), % at 26.1 µM; in the data active means normalized activity above about 1.9%;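 further: purified mutant Fbw7 with reduced substrate affinity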
* marks the source's active call; other numbers are inactive results; / = no result given.

Start of the listing, in advance, 3 compounds:
smiles	TEAD-YAP inh	GPR151 ag	MITF inh	FBW7 activator
O=C(CSc1nc(=O)n(Cc2ccco2)c2c1CCCC2)Nc1ccccc1	-6	0.6	-2	-0.1
CCCSC1=C(C#N)C(c2ccccc2OCC)CC(=O)N1 (centres undefined)	1	-1.2	9	0.1
Cc1cc(C)c2c3c(c(=O)oc2c1)SC(C(F)(F)F)C3 (centres undefined)	0	2.0	13	0.1

The whole of this part, previewed entries included:
smiles	TEAD-YAP inh	GPR151 ag	MITF inh	FBW7 activator
O=C(CSc1nc(=O)n(Cc2ccco2)c2c1CCCC2)Nc1ccccc1	-6	0.6	-2	-0.1
CCCSC1=C(C#N)C(c2ccccc2OCC)CC(=O)N1 (centres undefined)	1	-1.2	9	0.1
Cc1cc(C)c2c3c(c(=O)oc2c1)SC(C(F)(F)F)C3 (centres undefined)	0	2.0	13	0.1
COc1ccc(/C=C2/C(=O)NC(=O)N(c3cccc(C)c3)C2=O)cc1Cl	0	-1.6	9	0.1
Cc1cc(C)c(S(=O)(=O)N2CCCCC2)c(C)c1-n1ncnn1	-2	-0.1	-9	0.0
O=C(O)C1CC1c1ccc(Br)cc1 (centres undefined)	0	-1.3	24	0.2
COc1ccc(C(=O)Nc2ccc(/C(C)=N/NC(=O)c3ccccc3)cc2)cc1OC	-39	-3.2	5	0.1
Cc1cc(S(=O)(=O)N(CCC(=O)NO)Cc2c(Cl)cccc2Cl)ccc1F	0	-1.3	3	0.1
COc1ccc(C2C(C(=O)c3ccco3)=C(O)C(=O)N2CCCn2ccnc2)c(OC)c1 (centres undefined)	4	0.4	6	0.0
COc1ccc(OCCOC(=O)CNC(=O)c2ccc(F)cc2)cc1	-1	0.4	20	0.2
COc1ccc(C(C)=O)cc1COC(=O)c1cc(=O)c2ccccc2o1	3	-0.9	8	0.0
O=S(=O)(c1ccc2c(c1)OCCO2)N1CCN(c2cccc(Cl)c2)CC1	-8	2.3	3	-0.1

Entries of single compounds, quoted from the list.
CCCSC1=C(C#N)C(c2ccccc2OCC)CC(=O)N1 (centres undefined) across the screens: TEAD-YAP inh: 1; GPR151 ag: -1.2; MITF inh: 9; FBW7 activator: 0.1
O=S(=O)(c1ccc2c(c1)OCCO2)N1CCN(c2cccc(Cl)c2)CC1 across the screens: TEAD-YAP inh: -8; GPR151 ag: 2.3; MITF inh: 3; FBW7 activator: -0.1

(list continues)
smiles	TEAD-YAP inh	GPR151 ag	MITF inh	FBW7 activator
C=CCNC(=O)c1ccc(NC2=NC3CS(=O)(=O)CC3S2)cc1 (centres undefined)	2	2.4	13	0.3
Cc1[nH]c(=O)[nH]c(=O)c1S(=O)(=O)N1CCC(C(=O)NCc2ccccc2Cl)CC1	4	-0.4	7	0.1
COC(=O)c1ccc(NC(=O)CN2CCN(c3ccccc3F)CC2)cc1	11	-0.4	1	0.0
COc1ccc(OC)c(NC(=O)c2cn(-c3ccc(C)c(C)c3)c(=O)c3ccccc23)c1	1	1.7	-4	0.0
CC(C)C(=O)N1CCCc2cc(NC(=O)NCc3cccc4ccccc34)ccc21	11	0.6	1	-0.1
Cc1cc(=O)c(OCc2ccc(F)cc2)cn1CC(=O)Nc1ccc2c(c1)OCO2	-14	-1.4	8	0.1
Cc1ccc(S(=O)(=O)CCc2nnc(NC(=O)c3ccc(F)cc3)s2)cc1C	2	2.2	7	-0.1
O=C(COC(=O)CCSc1ccc(Cl)cc1)NCc1ccccc1	-5	-0.2	-12	0.1
COc1ccc(-c2nc(Nc3ccccc3)c3ncn(C(C)C)c3n2)cn1	3	-0.4	3	0.4
COc1ccc(-c2noc(CN(C)Cc3cccc(C(F)(F)F)c3)n2)c(OC)c1OC	-15	-0.8	9	0.4
O=C(Cc1cccs1)N/N=C/c1ccc(C(=O)O)cc1	6	-3.6	9	0.0
O=C(/C=C/c1cccc(Br)c1)N1CCN(c2ccccn2)CC1	9	2.5	10	0.5
CN(C)c1cccc(Nc2cccc(C(=O)NCCCN3CCCC3=O)n2)c1	-3	-0.7	6	-0.1
Cc1cc(C)cc(NC(=O)c2ccccc2N)c1	-27	-1.9	9	0.2
COC(=O)C1=NNC2C(=O)N(c3ccc(C)c(C)c3)C(=O)C12 (centres undefined)	9	-0.8	12	1.7
CCOC(=O)c1cc(S(=O)(=O)N2CCOCC2)c(Cl)cc1Cl	-1	-0.1	5	0.1
O=C(Nc1nnc(-c2ccc(Cl)cc2Cl)s1)c1cccc(C(F)(F)F)c1	1	-0.7	3	0.0
CC1CCN(C(=O)C2CCN(Cc3cc(Cl)ccc3O)CC2)CC1	13	0.1	20	0.3
O=C(NCc1ccccc1)c1ccc2c(c1)NC(=O)C(CS(=O)(=O)Cc1cccc(F)c1)N2 (centres undefined)	0	1.6	0	-0.2
COC(=O)C1=C(C)NC(=O)/C1=C\c1ccc(Cl)c(Cl)c1	-3	-1.2	-30	0.1
CC1(C)c2ssc(=S)c2-c2ccccc2N1C(=O)c1ccccc1	57*	3.8	17	-1.3
COc1ccc(C(=O)Nc2sc(C)c(C)c2C(N)=O)cc1Br	-9	1.9	6	0.0
CCOC(=O)CC1=C(C(=O)OCC)C(c2ccsc2)C(C#N)=C(N)O1 (centres undefined)	3	0.2	11	0.0
CSC1=NCCN1C(=O)C1CCCCC1	4	-1.3	13	0.7
O=C(NCC1CN(c2ccccc2)C(=O)O1)c1cc2ccccc2o1 (centres undefined)	-1	1.5	-1	0.1
COc1ccc(N2CCN(C(=O)c3csc4ccccc34)CC2)cc1	-2	-0.6	0	-0.2
COc1cccc(NC(=O)CSc2nc3nc(C)c(Cc4ccc(Cl)cc4)c(C)n3n2)c1	9	0.6	-18	-0.2
CC(C)(C)N1C(=O)c2ccc(C(=O)Nc3ccc(I)cc3)cc2C1=O	-3	-1.0	-6	0.0
O=C(Nc1ccc(Cn2nnc3ccccc32)cc1)c1ccco1	-11	-0.9	16	1.0
CC(=O)Nc1ccc(-c2nnn(CC(=O)Nc3ccc4c(c3)OCO4)n2)cc1Cl	-5	-0.3	28	0.1
COc1cccc2cc(-c3csc(Nc4cccc(C(F)(F)F)c4)n3)c(=O)oc12	-1	-0.5	-9	0.0
O=C(Nc1ccccc1O)c1cc2ccccc2o1	-52	-4.6	-2	0.0
CCOC(=O)/C(=N\Nc1cccc(C(F)(F)F)c1)N1CCOCC1	-6	0.6	5	0.1
O=C(O)CNS(=O)(=O)c1ccc(NCc2ccco2)c([N+](=O)[O-])c1	10	-0.1	20	0.7
CCn1c2ccccc2c2nnc(NCc3ccc(OC)cc3)nc21	3	-1.1	6	0.1
O=[N+]([O-])c1ccc(S(=O)(=O)NCCSc2ccccc2)cc1	1	0.1	7	0.1
CC(C)CN(CC(C)C)c1ncnc2c1cnn2-c1ccc(Cl)cc1	-8	1.4	-5	0.1
CC(C)NC(=O)NC(=O)CSc1nnc(-c2ccccc2F)n1Cc1ccccc1	1	0.7	11	0.2
CC(C)(C)CN1CCN(Cc2ccccc2-c2ccco2)CC1CCO (centres undefined)	-8	0.7	10	0.1
CCOc1ccc(OCCCOc2cc(C=O)ccc2OC)cc1	4	-0.7	-15	0.1
CCc1nc2nc(C)cc(NCCN3CCN(c4ccc(OC)cc4)CC3)n2n1	3	-0.6	6	0.8
COc1ccc(N2CCN(C(=O)c3sc4ncnc(N5CCN(c6ccc(OC)cc6)CC5)c4c3C)CC2)cc1	8	-0.2	2	0.0
O=S(=O)(c1ccccc1)N1CCC(c2nnc(C3CC3)s2)CC1	-1	1.1	16	0.1
CCCN(CCC)CCNC(=O)c1cn(-c2ccc(Cl)cc2)c(=O)c2ccccc12	7	-1.3	5	0.0
O=C(Nc1n[nH]c(NC(=O)c2ccc(F)cc2)n1)c1ccc(F)cc1	1	-1.0	3	-0.3
CN(CCCNC(=O)c1ccc(-n2c(=S)[nH]c3ccccc3c2=O)cc1)Cc1ccccc1	-3	-1.4	8	0.1
COc1ccc(S(=O)(=O)NC(C)c2ccccc2)c2ccccc12 (centres undefined)	-6	0.4	-9	-0.2
COc1cc(NC(=O)c2ccccc2)c(Cl)cc1NC(C)=O	11	1.2	7	0.0

Continued:
SMILES | TEAD-YAP inh | GPR151 ag | MITF inh | FBW7 activator
O=S(=O)(c1ccc(-c2csc(=Nc3ccccc3)n2CCO)cc1)N1CCCCC1 | 17 | -0.6 | 6 | 0.2
Cc1nn(C(=O)C23CC4CC(CC(C4)C2)C3)c(C)c1Sc1ccc([N+](=O)[O-])cc1 | 0 | -0.6 | 2 | 0.0
CCc1cc(NC2CCS(=O)(=O)C2)n2c(nc3ccccc32)c1C#N (centres undefined) | 1 | -0.5 | -6 | 0.5
N#Cc1ccsc1NC(=O)COC(=O)CNS(=O)(=O)c1ccc2ccccc2c1 | -11 | -0.9 | 8 | -0.2
O=C(NCc1cccnc1)c1ccc(COc2ccccc2Br)o1 | -2 | -0.1 | -2 | -0.3
COC(=O)C1=C(C)[C@@H](O)[C@@H](C)[C@H](c2c(OC)c(OC)c(C)c(OC)c2OC)O1 | / | -0.7 | 19 | -0.1
CCNc1nc2ccc(C(=O)NC3CCN(Cc4ccccc4)CC3)cc2s1 | 3 | -1.0 | 9 | 0.8
COC(=O)c1c(NC(=O)Cc2cccs2)sc2c1CC(C)(C)NC2(C)C | -2 | 1.8 | 8 | 0.0
CCCCN(CC)C(=O)CSc1nc2ccccc2c(=O)n1CC1COc2ccccc2O1 (centres undefined) | 2 | -0.1 | 7 | -0.1
OCCSc1c(F)c(SCCO)c(SCCO)c(F)c1SCCO | 4 | 0.2 | -7 | -0.1
COCCNC(=O)C(=O)c1c(C)[nH]c2ccccc12 | 14 | -0.1 | 0 | -0.1
CCc1ccc(NC(=O)c2cc(S(=O)(=O)NCCc3ccccc3)ccc2F)cc1 | 13 | -1.9 | -1 | 0.0
O=C(Nc1ccccc1C(=O)N1CCOCC1)Oc1ccccc1 | 5 | 0.8 | 19 | 0.0
COc1ccc(C2CC(c3ccccc3)n3nc(N)nc3N2)cc1 (centres undefined) | 2 | 1.1 | 6 | -0.1
Cc1cc(C(=O)N/N=C/c2ccc(C#N)cc2)c(C)n1-c1ccc(F)cc1 | -14 | 1.3 | -1 | 0.0
O=C(NCCc1ccccc1)C(=O)NCC1OCCN1C(=O)c1ccc2c(c1)OCO2 (centres undefined) | 0 | -2.3 | 6 | 0.4
O=C1S/C(=C\c2ccccc2O)C(=O)N1Cc1ccccc1 | 6 | 1.5 | 11 | 0.2
Cc1nc(-c2ccc(NC(=O)c3ccccc3Br)cc2)cs1 | -61 | -2.1 | 14 | 0.4
CCCN1C(=O)/C(=C/c2c(NCC3CCCO3)nc3ccccn3c2=O)SC1=S (centres undefined) | -4 | 0.9 | 12 | -0.2
COc1ccc2c(CNCC(C)c3ccccc3)c(C(=O)O)n(Cc3ccccc3F)c2c1 (centres undefined) | 12 | 0.2 | 6 | 0.3
Cc1cccc(C2=N/C(=C\c3ccccc3[N+](=O)[O-])C(=O)O2)c1 | 11 | 0.6 | 6 | 0.1
O=C(Cn1sc2ccccc2c1=O)NCCc1ccccc1 | -6 | 1.4 | 9 | -0.1

Only FBW7 activator and TEAD-YAP inh, for 7 of the compounds above:
Molecule	FBW7 activator	TEAD-YAP inh
CCNc1nc2ccc(C(=O)NC3CCN(Cc4ccccc4)CC3)cc2s1	0.8	3
COC(=O)c1c(NC(=O)Cc2cccs2)sc2c1CC(C)(C)NC2(C)C	0.0	-2
CCCCN(CC)C(=O)CSc1nc2ccccc2c(=O)n1CC1COc2ccccc2O1 (centres undefined)	-0.1	2
OCCSc1c(F)c(SCCO)c(SCCO)c(F)c1SCCO	-0.1	4
COCCNC(=O)C(=O)c1c(C)[nH]c2ccccc12	-0.1	14
CCc1ccc(NC(=O)c2cc(S(=O)(=O)NCCc3ccccc3)ccc2F)cc1	0.0	13
O=C(Nc1ccccc1C(=O)N1CCOCC1)Oc1ccccc1	0.0	5
